Source: PubChem
NadD block – NadD (S. aureus) enzyme inhibition | purified NadD enzyme, colorimetric absorbance read-out | AID 602399 | actives 0.78% (n = 360,000) | inhibition, % at 20 µM; in the data active = inhibition above about 26%; note: some compounds past the cut are filed as inactive
Scp-1 inhibitor – blocks human Scp-1 phosphatase activity; Q9GZU7; Recombinant Scp1, phosphopeptide, malachite green phosphate absorbance; inhibition, % at 20 µM; actives 0.88% (n = 340,000);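 active = inhibition above about 50% at 20 µM, limit read from the data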;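 note: plate controls were DMSO wells with enzyme for no effect and wells lacking enzyme for full effect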
Target sequence (Q9GZU7 76-261 limits assumed): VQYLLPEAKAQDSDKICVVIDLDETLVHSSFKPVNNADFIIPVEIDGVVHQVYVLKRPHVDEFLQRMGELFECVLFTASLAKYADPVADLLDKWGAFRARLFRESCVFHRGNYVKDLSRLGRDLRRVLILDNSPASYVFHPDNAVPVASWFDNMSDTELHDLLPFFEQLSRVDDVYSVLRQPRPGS
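Test system: SCP-1 catalytic domain; Buffer or medium: Acidic Tris acetate buffer with magnesium and detergent; Also added: Phosphorylated 17-residue peptide substrate; Compound: single 20 µM dose, 1% DMSO; Schedule: enzyme reaction 45 min at room temperature, colour 5 min, stabilisation 30 min; Signal: Phosphate-binding colour reagent, absorbance read at 630 nm.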
Rpn11 inh – Rpn11 (human) deubiquitinase inhibition; O00487; human 26S proteasome, Ub4-pepOG fluorescence polarization; 20S core pre-blocked with epoxomicin; calls only at 20 µM; actives 0.59% (n = 360,000); AID 588493;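 active = inhibition at 20 µM, scaled to each plate's controls, above about 33%, limit read from the data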
Target sequence (O00487 whole entry, looked up): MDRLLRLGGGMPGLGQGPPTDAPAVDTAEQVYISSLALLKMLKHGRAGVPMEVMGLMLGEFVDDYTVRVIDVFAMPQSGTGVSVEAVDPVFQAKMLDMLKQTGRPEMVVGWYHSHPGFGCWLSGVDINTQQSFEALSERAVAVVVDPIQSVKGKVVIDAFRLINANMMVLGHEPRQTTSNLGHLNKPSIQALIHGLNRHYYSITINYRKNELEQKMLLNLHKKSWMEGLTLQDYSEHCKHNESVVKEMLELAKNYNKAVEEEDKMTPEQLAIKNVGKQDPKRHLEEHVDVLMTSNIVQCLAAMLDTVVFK
DNMT1 inh – inhibitors of human DNMT1; DNMT1 molecular beacon, Hinp1I cleavage, fluorescence; inhibition (reported as % activation of signal), % at 10 µM; actives 0.83% (n = 360,000); AID 588458; in the data active = inhibition above about 50%
SUMO1 PPI mod – modulators of human SUMO1-mediated protein-protein interactions | SUMO1 binding to a labelled peptide, TR-FRET, 1 h | AID 602429 | P63165 | inhibition, % at 20 µM | actives 0.33% (n = 360,000); in the data active = inhibition above about 37%
MsrA inh – inhibitors of bovine MsrA; purified bovine MsrA, absorbance read-out; actives 0.75% (n = 360,000); AID 651718; inhibition, % at 15.5 µM; in the data active = inhibition above about 4.5%;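 note: 0% = vehicle wells with enzyme and 100% = reference inhibitor wells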
LMPTP inh – blocks human LMPTP phosphatase | P24666 | recombinant LMPTP-A, OMFP fluorogenic substrate, fluorescence intensity | inhibition, % at 20 µM | actives 0.22% (n = 360,000) | AID 651560;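 active = compounds that cut the enzyme signal by at least half of the control window in the single-dose screen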;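 note: plate controls were DMSO wells with enzyme plus substrate for no effect and substrate without enzyme for full effect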
Target sequence (P24666 whole entry, looked up): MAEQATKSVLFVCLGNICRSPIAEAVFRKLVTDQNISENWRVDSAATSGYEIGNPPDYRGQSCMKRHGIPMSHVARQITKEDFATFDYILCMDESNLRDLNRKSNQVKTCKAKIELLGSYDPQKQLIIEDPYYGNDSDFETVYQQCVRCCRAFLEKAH
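Buffer or medium: Bis-Tris pH 6.0, DTT, detergent; Assay system: LMPTP-A enzyme; Quantity: 0.625 nM enzyme; Detection: endpoint fluorescence intensity; Times: 50 min dark incubation at room temperature; Controls: substrate-only low control, DMSO enzyme-plus-substrate high control; Doses: single 20 µM dose; Read-out: percent inhibition versus substrate-only and uninhibited controls; Reagent: 400 µM OMFP.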
CSN inh – blocks human CSN-mediated cullin deneddylation. Purified CSN, SCF-Nedd8-OG deneddylation, fluorescence polarization. actives 0.38% (n = 360,000). inhibition, % at 12.5 µM. Q92905;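 active = pattern-corrected inhibition above about 35%, with an unprinted fluorescence ratio check between 0.5 and 1.5, limit read from the data, passing the limit was not always enough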;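 note: 0% = enzyme with substrate and 100% = substrate without enzyme; some results filed as inactive read as strong as hits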
Target sequence (Q92905 whole entry, looked up, one chain of several): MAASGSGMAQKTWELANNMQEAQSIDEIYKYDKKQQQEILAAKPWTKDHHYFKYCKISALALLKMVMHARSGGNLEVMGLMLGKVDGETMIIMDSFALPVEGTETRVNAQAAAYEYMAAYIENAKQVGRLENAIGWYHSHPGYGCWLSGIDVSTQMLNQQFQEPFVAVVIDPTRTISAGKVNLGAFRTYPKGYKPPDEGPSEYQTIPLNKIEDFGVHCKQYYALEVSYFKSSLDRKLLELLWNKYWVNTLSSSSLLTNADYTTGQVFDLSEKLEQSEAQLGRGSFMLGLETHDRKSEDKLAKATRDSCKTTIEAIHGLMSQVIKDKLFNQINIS
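Assay system: purified human Csn5 enzyme expressed in HEK293T cells; Input: 0.24 nM Csn5 enzyme, final concentration; Reagent: 10 nM SCFSkp2-Nedd8OG; Compound dosing: 12.5 µM single point; Times: reaction 90 min, room temperature; Technique: fluorescence polarization readout.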
STEP block – inhibitors of human striatal-enriched phosphatase STEP | P54829 | recombinant STEP, OMFP fluorogenic substrate, fluorescence | inhibition, % at 20 µM | actives 0.25% (n = 360,000);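 active = inhibition at 20 µM, scaled per plate between control wells, above about 37%, limit read from the data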;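 note: 0% = DMSO with enzyme and substrate and 100% = substrate only without enzyme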
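Assay system: isolated STEP enzyme / Timing: 20 min at room temperature, dark / Doses: 20 µM, 1% DMSO / Technique: fluorescence intensity, excitation 480 nm, emission 540 nm / Reagent: fluorogenic phosphatase substrate OMFP at 25 µM final / Measure: percent inhibition scaled to no-enzyme and uninhibited-enzyme controls, plate-pattern corrected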
Tb MetRS inh – blocks T. brucei methionyl-tRNA synthetase activity; purified T. brucei MetRS, ATP depletion, Kinase-Glo luminescence; inhibition, % at 11.9 µM; AID 624268; actives 0.4% (n = 360,000);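 active = inhibition above a per-plate cutoff of the control wells' mean inhibition plus 3 SD, cut at about 5.5% in these data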;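 note: 0% = DMSO wells median and 100% = median of wells with control inhibitor compound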
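Measured by: Kinase-Glo luciferase luminescence reporting remaining unconsumed ATP. Material: purified T. brucei MetRS enzyme. Doses: 11.9 µM compound single dose, 0.9% DMSO. Medium: HEPES buffer containing pyrophosphatase, BSA, spermine, DTT. Times: 15 min preincubation, 2 h reaction, all 25 °C. Reagent: methionine, ATP and bulk E. coli tRNA.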
Active calls of the source: *; i = inactive; nt = no result given.

SMILES	NadD block	Scp-1 inhibitor	Rpn11 inh	DNMT1 inh	SUMO1 PPI mod	MsrA inh	LMPTP inh	CSN inh	STEP block	Tb MetRS inh
Cc1ccc(C(=O)Nc2ccc(Oc3ccc(C(=O)O)c(C(=O)O)c3)cc2)cc1C	-5	4	i	5	8	0.7	-0.7	2	11	-1.3
COc1cccc(CN2CCC(CO)(CC3CCCCO3)CC2)c1 (configuration not stated)	6	0	i	0	4	0.9	0.9	-6	2	-0.1
CCc1cc(S(N)(=O)=O)cc(CC)c1NC(C)=O	5	0	i	1	13	-0.8	-2.6	0	0	0.2
CCC1CCC/C1=N\NC(=O)CCC(=O)Nc1ccccc1Cl (configuration not stated)	-6	-4	i	-3	3	1.8	-0.3	-15	-1	-0.1
CC(C)(C)S(=O)N1Cc2cc(=O)n(Cc3ccccc3)c(CCO)c2[C@H]1CCO (some centres not stated)	10	-8	i	-4	-8	1.9	0.1	-3	-1	0.7
O=C(Nc1ccccc1C(=O)NCc1cccnc1)c1cccc([N+](=O)[O-])c1	-4	-1	i	0	-22	-1.6	0.3	10	-1	-0.6
C=CCSc1nnc(NC(=O)c2ccc(NC(C)=O)cc2)s1	-3	-8	i	1	4	0.8	-0.8	0	-4	0.0
Nc1ccc(-c2nnn(Cc3ccccc3F)n2)cc1	1	-4	i	-15	5	0.7	-1.0	-1	0	0.2
C/C(=N/NC(=O)CC1N=C(Cc2ccccc2)NNC1=O)c1cccnc1 (configuration not stated)	-6	-1	i	-1	-3	1.0	-1.7	-6	1	-0.5
O=C(Nc1ccc(S(=O)(=O)N2CCOCC2)cc1)c1ccc2c(c1)S(=O)(=O)c1ccccc1C2=O	4	-5	i	7	-1	-0.3	0.2	-2	-3	-0.4
CC(NC(=O)C1CCCN(S(=O)(=O)c2cccc3nonc23)C1)c1ccccc1 (configuration not stated)	0	0	i	17	-34	0.9	-0.2	7	-5	-0.6
Cc1ccc(S(=O)(=O)NCc2cccnc2)cc1C(=O)N1CCCC1	-4	-5	i	3	2	-0.2	0.4	2	-2	-0.3
COc1ccc(OC)c(-n2c(-c3cnccn3)n[nH]c2=S)c1	0	0	i	6	-3	2.0	-0.6	-2	-1	-0.3
O=C(Cn1ncc2c3ccccc3n(Cc3ccccc3)c2c1=O)N1CCN(c2ccccn2)CC1	-1	2	i	1	5	nt	4.8	-5	-3	-0.7
COc1cc(C(=O)O)ccc1OCC(=O)N1CCOCC1	1	-13	i	-1	-4	0.1	-0.5	6	3	-0.6
CNCCCOc1ccc(Cl)cc1C(C)(C)C	-1	-3	i	6	-4	1.0	0.7	-2	5	-0.3
Cc1ccccc1-c1nc2sc(C)c(C)c2c(=O)o1	7	-11	i	4	3	1.2	0.8	0	1	0.0
CCN(CC1CCCN(CCc2cccc(F)c2)C1)C(=O)c1cc(C)oc1C (configuration not stated)	3	-3	i	0	-4	-0.2	0.2	-5	3	-0.7
COc1ccc(S(=O)(=O)Nc2ccc3oc(C)c(C(=O)O)c3c2)cc1	11	5	i	0	6	0.2	1.2	-2	1	0.5
COc1ccc(NC(=O)N(C)C[C@H]2Oc3ccc(NC(=O)CCN4CCOCC4)cc3C(=O)N([C@@H](C)CO)C[C@H]2C)cc1	1	0	i	3	4	-1.3	-1.2	-3	2	-0.3
COC(=O)c1cc(S(=O)(=O)N2CCN(c3cccc(Cl)c3)CC2)c[nH]1	-4	-12	i	-4	-3	nt	0.8	-9	1	-0.3
COc1ccccc1C(=O)Nc1cc(Cl)ccc1-n1cncn1	-6	-9	i	2	-7	0.2	-0.2	-2	-2	-0.3
CC(=O)c1c(C)[nH]c(C(=O)COC(=O)c2ccc(C)s2)c1C	-1	-10	i	17	-3	0.1	-0.4	2	2	-0.2
COc1ccccc1C(=O)NC(=O)COC(=O)c1oc2ccccc2c1C	-6	-10	i	-3	8	-0.6	-0.1	-4	-2	-0.2
CN(/N=C/c1ccc(N(C)C)cc1)C1=NS(=O)(=O)c2ccccc21	-3	-10	nt	22	-4	3.4	0.3	-72	-5	-0.5
COCCCNC(=O)CC1Oc2ccccc2NC1=O (configuration not stated)	0	-6	i	-1	0	-0.4	-1.7	-2	-2	-0.2
Cc1ccc(NC(=O)c2cnn(-c3ccccc3)c2NC(=O)c2ccco2)cc1C	-4	-5	i	1	1	nt	0.8	-2	1	0.5
O=C(O)C1CC=CCC1C(=O)NCc1cn2ccccc2n1 (configuration not stated)	-2	-14	i	2	-1	0.3	1.5	5	-5	-0.4
CN(Cc1ccccc1)C(=O)c1cccc(NC(=O)Cc2ccc(NC(=O)C3CCN(C(=O)CCc4ccccc4)CC3)cc2)c1	0	-20	i	-7	5	-0.4	3.4	-3	3	-0.2
O=C(N/N=C/c1ccncc1)c1ccc(-n2cccc2)cc1	0	-7	i	-10	-5	-0.6	2.4	-3	0	-0.3
CC(=O)C[C@@H](O)CC(=O)[C@@H]1OC(=O)[C@@H](C)CCCCc2ccccc21	-1	-20	i	2	6	0.6	-0.2	-1	-1	-0.3
Cc1cccc(C)c1NC(=S)N/N=C1\CC2CC=CC12 (configuration not stated)	8	-4	i	0	4	-0.2	-2.5	0	0	0.0
Cc1ccc(S(=O)(=O)c2nnn(-c3cccc(F)c3)c2N)cc1	-7	-1	i	3	-1	0.9	-0.1	1	-6	-0.4
COC(=O)c1ccc(Oc2cc(C)nc(NCc3ccccc3)n2)cc1	1	-5	i	-9	-1	0.1	-0.9	0	-1	-0.6
O=C(Nc1ccc(N2CCOCC2)cc1)c1ccccc1SCC(=O)N1CCCC1	-4	-2	i	0	0	-0.8	-1.0	-3	10	-0.5
COc1ccccc1OCc1nc(C#N)c(N2CCC(C(N)=O)CC2)o1	-1	0	i	-2	0	-1.7	0.1	0	-2	0.2
CCCCN1CC(COCc2ccccc2)Oc2cccc(Oc3ccc(C)cc3)c2S1(=O)=O (configuration not stated)	-2	-17	i	3	3	1.4	2.0	-4	4	-2.0
COc1cc(/C=C/C(=O)OCC(=O)NCC(=O)Nc2cccc(C)c2C)ccc1OC(F)F	-5	-10	i	9	-4	1.8	1.6	-2	4	0.2
CCn1nnnc1-c1ccc(OC)c(S(=O)(=O)Nc2ccc(S(N)(=O)=O)cc2)c1	0	-6	i	0	9	-0.4	-0.7	3	-2	-0.3
O=C(COC(=O)c1cc(S(=O)(=O)N2CCCC2)ccc1O)Nc1ccc(SC(F)F)cc1	0	-10	i	-5	9	0.2	1.5	-6	3	-0.3
Cc1ccccc1CN1C(=O)c2ccccc2Sc2ccc(C(=O)O)cc21	2	6	i	1	1	-0.1	-1.8	-7	-1	-0.1
CS/C(=N\S(=O)(=O)c1cccs1)Nc1ccc(F)cc1	-1	-2	i	3	1	-0.3	-1.4	-4	0	-0.6
O=C(N/N=C/c1ccc(N2CCOCC2)o1)c1ccccc1[N+](=O)[O-]	1	-7	i	-2	-13	0.7	-1.3	-4	-3	-0.1
CCOC(=O)C1=C(C)OC(N)=C(C#N)C1c1ccc(OC)c(CSc2ccccn2)c1 (configuration not stated)	7	-6	i	-6	0	1.8	-1.1	1	0	2.6
CC(C)n1c(C(=O)OCC(=O)NCc2ccc3c(c2)OCO3)cc2sccc21	-2	-6	i	-9	-1	0.9	3.3	0	2	0.1
O=C1CCCCCN1C(=O)c1ccc(C(=O)N2CCCCCC2=O)cc1	3	-12	i	0	0	0.1	-1.5	-1	-1	-0.7
CC(=O)Nc1cccc(/C(C)=N/NC(=O)c2cccs2)c1	-1	5	i	-4	-1	0.4	0.4	7	-2	0.8
COc1ccccc1CNC(=O)c1cc(C(C)=O)c[nH]1	-4	4	i	-10	-1	0.5	-1.8	-2	-3	0.1

The closing four records of the part before come first, to join the parts.
SMILES	NadD block	Scp-1 inhibitor	Rpn11 inh	DNMT1 inh	SUMO1 PPI mod	MsrA inh	LMPTP inh	CSN inh	STEP block	Tb MetRS inh
CC(C)n1c(C(=O)OCC(=O)NCc2ccc3c(c2)OCO3)cc2sccc21	-2	-6	i	-9	-1	0.9	3.3	0	2	0.1
O=C1CCCCCN1C(=O)c1ccc(C(=O)N2CCCCCC2=O)cc1	3	-12	i	0	0	0.1	-1.5	-1	-1	-0.7
CC(=O)Nc1cccc(/C(C)=N/NC(=O)c2cccs2)c1	-1	5	i	-4	-1	0.4	0.4	7	-2	0.8
COc1ccccc1CNC(=O)c1cc(C(C)=O)c[nH]1	-4	4	i	-10	-1	0.5	-1.8	-2	-3	0.1
Cc1cc(Cl)cc(C)c1OCCOCCNCc1ccccc1	-8	1	i	-2	-4	-0.7	-1.7	0	2	2.4
CCc1noc(C)c1C(=O)OCC(=O)Nc1nc(-c2ccc(F)c(F)c2)cs1	-5	-4	i	7	-10	0.4	0.2	1	-3	-0.2
Cc1ccc(-n2c(=O)c3sccc3n(CC(=O)NCc3ccco3)c2=O)cc1	0	-4	i	0	2	-0.8	-0.6	-1	0	-0.9
COCCCNCCCCOc1c(Cl)cc(C)cc1Br	-2	-12	i	1	-3	-1.0	-0.2	-4	0	-0.6
CCN1C(=O)N[C@H](c2ccc(Br)cc2)C(C(=O)OC)=C1C	-3	-9	i	1	0	-0.3	-2.0	-2	-1	1.0
CC(C)(C)c1ccc(OCc2ccc(C(=O)NCc3cccnc3)o2)cc1	-5	-3	i	6	-1	-0.1	-0.1	-4	2	-0.5
NS(=O)(=O)c1cc(C(=O)N2CCc3ccccc32)c(Cl)cc1Cl	-2	-2	i	0	7	0.7	-0.4	1	1	0.3
CC1=NN(c2ccc(Cl)cc2)C(=O)C1C(c1ccccc1O)c1c(C)[nH]n(-c2ccc(Cl)cc2)c1=O (configuration not stated)	31*	-3	i	-37	23	nt	6.7	0	0	1.2
O=C(O)c1ccc2c(c1)c1c3n2CCNC3CCC1 (configuration not stated)	-2	-6	i	4	2	2.4	-1.5	-5	-2	-0.8
COc1ccc(OC)c(-c2cc(C(=O)N/N=C/c3cc(OC)c(OC)cc3OC)c3ccccc3n2)c1	-6	-1	i	-7	3	-0.8	3.3	3	1	0.6
